# High-throughput results (PubChem)
# ABHD4 inh = ABHD4 inhibitors, primary screen, biochemical, fluorescence polarization, mouse; inhibition, % at 8.92 µM; 370,000 tested, 0.54% active; purified mABHD4, FP-Rh probe fluorescence polarization; AID 720543, 2013; (Lyso)-N-acylphosphatidylethanolamine lipase (Mus musculus), Q8VD66;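 active = inhibition exceeding the mean over every tested compound plus 3 SD, cut at about 30% in these data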;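 also: 0% = plate median of compound wells and 100% = S159A mutant with DMSO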
#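 Assay system: Wild-type mouse ABHD4 protein | Medium: HEPES pH 7.0 buffer, 150 mM NaCl, 0.01% Pluronic F-127 | Incubation: Enzyme–compound pre-incubation 45 min, then probe 60 min, both 25 °C | Technique: Fluorescence polarization with parallel and perpendicular emission, 525/598 nm | Evaluation: % inhibition of FP-Rh probe binding versus controls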
# NR1D1 modulator = modulators of Rev-erb alpha DNA binding, primary screen, biochemical, FITC-DNA, fluorescence polarization, uHTS | Rev-erbα–FITC-DNA binding, 90 min | Nuclear receptor subfamily 1 group D member 1 (Homo sapiens), P20393 | 370,000 tested, 0.79% active | activity, % at 10 µM;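 active = activity above about 14%, limit read from the data; passing the limit was not always enough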;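 also: 0% = DMSO wells with 35 nM protein and 100% = DMSO wells with 750 nM protein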
# GC-A act = GC-A stimulated cGMP production enhancers – HEK293 GC-A cells, cGMP TR-FRET, EC30 ANP, primary screen. Atrial natriuretic peptide receptor 1 (Homo sapiens), P16066. 0% at EC30 ANP, 100% saturating ANP. activation, % at 10 µM. 370,000 tested, 0.14% active. AID 1671463, 2021; in the data active = activation above about 40%
# Target sequence (P16066 whole entry, looked up): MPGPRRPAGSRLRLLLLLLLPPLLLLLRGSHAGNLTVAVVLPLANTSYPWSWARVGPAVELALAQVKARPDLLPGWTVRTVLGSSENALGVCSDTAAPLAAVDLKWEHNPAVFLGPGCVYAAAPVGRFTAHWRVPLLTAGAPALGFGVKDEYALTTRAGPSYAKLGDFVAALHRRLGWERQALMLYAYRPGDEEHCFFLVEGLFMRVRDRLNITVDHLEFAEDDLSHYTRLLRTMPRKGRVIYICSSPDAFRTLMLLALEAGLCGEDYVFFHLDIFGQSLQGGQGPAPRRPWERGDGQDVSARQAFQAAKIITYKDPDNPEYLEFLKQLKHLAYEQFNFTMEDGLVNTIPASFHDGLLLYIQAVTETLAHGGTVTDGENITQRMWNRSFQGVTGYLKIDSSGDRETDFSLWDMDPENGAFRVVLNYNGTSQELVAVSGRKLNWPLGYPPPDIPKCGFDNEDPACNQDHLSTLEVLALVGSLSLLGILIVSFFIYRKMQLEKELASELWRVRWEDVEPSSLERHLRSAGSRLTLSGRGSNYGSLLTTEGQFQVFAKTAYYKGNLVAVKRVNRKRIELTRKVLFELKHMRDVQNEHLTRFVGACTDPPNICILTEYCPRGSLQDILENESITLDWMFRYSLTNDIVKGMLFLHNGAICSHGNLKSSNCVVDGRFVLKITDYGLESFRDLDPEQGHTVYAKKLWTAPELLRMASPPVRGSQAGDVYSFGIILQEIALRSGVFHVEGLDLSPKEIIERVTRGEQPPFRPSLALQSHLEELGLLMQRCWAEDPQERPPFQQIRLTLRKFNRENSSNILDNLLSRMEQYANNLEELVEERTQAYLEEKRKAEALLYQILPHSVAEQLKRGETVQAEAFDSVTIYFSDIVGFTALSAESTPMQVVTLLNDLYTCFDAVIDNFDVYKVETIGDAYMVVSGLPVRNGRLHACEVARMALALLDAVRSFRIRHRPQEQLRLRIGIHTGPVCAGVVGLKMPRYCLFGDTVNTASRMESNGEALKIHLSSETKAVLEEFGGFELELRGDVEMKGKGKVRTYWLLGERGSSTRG
# rCAG binder = binders of r(CAG) RNA repeats, primary screen, biochemical, fluorescence. r(CAG) RNA repeat, TO-PRO-1 dye displacement fluorescence. inhibition, % at 3 µM. 370,000 tested, 1.3% active. AID 651821, 2012;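 active = inhibition above the plate cutoff, the mean of all test compounds on that plate plus 3 SD, cut at about 35% in these data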;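 also: 0% = DMSO alone and 100% = 100 µM mitoxantrone as full dye displacement; higher means more dye released from RNA so lower well fluorescence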
# ASAP1 inh = inhibitors of human ASAP1 ArfGAP activity, primary screen, biochemical, fluorescence polarization | ASAP1-stimulated ARF1 GTP hydrolysis, GDP FP detection | inhibition, % at 16.5 µM | 360,000 tested, 0.19% active; in the data active = inhibition above about 25%;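 also: 0% = vehicle with enzyme and substrate and 100% = no enzyme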
# NPR2 activator = human GC-B receptor activators, primary screen, HEK293 GC-B cells, cGMP TR-FRET, EC30 CNP; 0% at EC30 CNP, 100% saturating CNP; activation, % at 10 µM; 370,000 tested, 0.11% active; Atrial natriuretic peptide receptor 2 (Homo sapiens), P20594;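 active = activation at 10 µM reaching about 35% in either raw or pattern-adjusted values, limit read from the data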
# HTRA1 inhibitor = HTRA1 serine protease inhibitors, primary screen, biochemical, fluorescence polarization, HTS; recombinant HTRA1, FP-rhodamine activity-based probe; inhibition, % at 5.96 µM; 340,000 tested, 0.5% active; AID 504803, 2011; in the data active = inhibition above about 36%;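 also: 0% = enzyme with DMSO and 100% = wells lacking enzyme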
# SMARCA2 act = SMARCA2 (BRM) function activators, primary screen, cell-based, luminescence, high throughput. MG213 cells, MMTV-luciferase reporter, dexamethasone, overnight. activation, % at 9.1 µM. 370,000 tested, 1% active. AID 652017, 2013; in the data active = activation above about 7.8%;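 also: 0% = vehicle wells and 100% = reference activator wells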
# PG9 binder = binders of HIV-1 gp120 antibody PG9, primary screen, biochemical, TR-FRET; AID 624416, 2012; inhibition, % at 6.7 µM; 360,000 tested, 0.43% active; TR-FRET gp120-PG9 antibody binding; in the data active = inhibition above about 8.5%
# ARFGAP1 inh = inhibitors of rat ARFGAP1 GAP activity, primary screen, biochemical, fluorescence polarization, GDP tracer | ADP-ribosylation factor GTPase-activating protein 1 (Rattus norvegicus), Q62848 | Arfgap1-stimulated ARF1 GTP hydrolysis, GDP FP detection | inhibition, % at 16.5 µM | 360,000 tested, 0.26% active | AID 651572, 2012;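 active = inhibition above a per-plate limit, mean inhibition of low control wells plus 3 SD, cut at about 25% in these data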;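 also: 0% = DMSO wells with enzyme and 100% = wells lacking Arfgap1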
#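 Material: rat Arfgap1 GAP domain (His6, aa 1-136), purified enzyme. Also added: human ARF1(Δ1-17)-GTP substrate. Compound dosing: 16.5 µM single point, 1.26% DMSO. Timing: enzyme reaction 120 min at 25 °C after 20 min preincubation. Signal: GDP detection by fluorescence polarization. Read-out basis: percent inhibition of GAP-stimulated GDP formation, scaled between DMSO and no-Arfgap1 medians.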
# Active calls of the source: *; nt = not tested or not shown.
SMILES,ABHD4 inh,NR1D1 modulator,GC-A act,rCAG binder,ASAP1 inh,NPR2 activator,HTRA1 inhibitor,SMARCA2 act,PG9 binder,ARFGAP1 inh
CCC(COC(=O)Nc1cccc(C)c1C)NC(=O)OCC(C)C (centres undefined),-2,-1,0,-7,-6,4,-6,-4,-0.7,-15
COCc1[nH]nc2c1C(c1ccccc1Cl)C(C#N)=C(N)O2 (centres undefined),7,0,-3,0,11,1,2,0,0.0,0
COCCCNC(=O)Cn1c(=O)n(CCCCCC(=O)NCc2ccc3c(c2)OCO3)c(=O)c2sccc21,-3,0,-4,-2,-8,1,0,1,-0.3,-1
COc1ccc(C2N(c3cc(C)on3)C(=O)C3CCCN32)cc1OC (centres undefined),-5,3,-1,-1,1,4,-3,-1,-0.2,17
COc1cccc(C(=O)NN/C(C)=C/C(=O)C(F)(F)C(F)(F)C(F)(F)F)c1,3,-7,0,7,9,5,7,9.5*,-3.1,-13
COC(=O)N/N=C/c1cn(CCOc2ccccc2)c2ccccc12,1,5,-1,1,8,-13,1,4,-1.0,11
CSc1nc2oc3c(c2c2nncn12)CC(C)(C)SC3,2,-2,2,-2,-11,2,2,3,0.2,2
CN(C)C(CNC(=O)CNC(=O)c1ccc2ccccc2c1)c1ccccc1 (centres undefined),-1,-6,-7,-5,-6,5,7,-3,1.6,-12
Cc1ccc(O)c(NC(=S)NC(=O)C(C)C)c1,-1,-4,4,1,-3,-3,4,-1,-2.1,-6
COc1ccc(NC2=CC(=O)N(C)C2=O)cc1,-1,5,-1,-3,-3,-3,-6,-1,1.6,0
C/C(C=NNC(=O)CSc1nnc(-c2ccc(Cl)cc2)n1-c1ccccc1)=C\c1ccccc1,-5,-1,-3,9,nt,-2,nt,-6,nt,nt
CC(C)(O)c1cc2ccc(C#CCCN3C(=O)c4ccccc4C3=O)cc2c(=O)o1,-2,-4,4,2,-3,9,6,-1,0.5,-3
CNS(=O)(=O)c1cccc(C(=O)NNC(=O)c2ccc(COc3ccccc3)cc2)c1,1,7,6,7,-3,-6,1,-3,-0.6,-11
COc1ccc(-c2cc(N)n(CCC#N)n2)c(OC)c1,0,-7,3,-5,-15,0,4,-1,0.7,0
O=[N+]([O-])c1ccc(CSC2=NCCN2)cc1,-9,1,2,1,0,2,0,-2,-0.1,4
O=C1CCCN2N=C(SCC(=O)Nc3ccccc3C(F)(F)F)SC2=N1,3,-2,0,-1,12,2,-1,1,-1.6,10
O=C(O)C1=C[C@H](c2coc3ccccc3c2=O)C[C@H](OCc2ccc(CO)cc2)O1,0,-2,-1,2,6,-2,4,1,0.2,-4
Cc1cc(C)c(S(=O)(=O)Nc2cnc3ccccc3c2)c(C)c1,-7,-1,-9,22,11,-3,-30,-2,-0.2,17
Cc1cc(Cl)c(S(=O)(=O)Nc2ccc(S(=O)(=O)N3CCOCC3)cc2)cc1OCC(N)=O,-2,5,5,4,2,4,-12,0,0.4,6
O=C(O)CCN1CCN(S(=O)(=O)c2ccc3ccccc3c2)CC1,-5,-2,2,0,-4,6,1,-2,2.2,5
CN(CC(=O)NC(=O)NCc1ccccc1)Cc1cccc(Cl)c1Cl,-6,5,1,-7,1,2,-26,-2,-0.5,5
O=C(Nc1nc2ccccc2s1)C1=NN(c2ccccc2)C(=O)CC1,-3,-2,2,6,4,-1,-12,1,-2.5,5
CC(NS(=O)(=O)c1ccccc1)C(N)=O (centres undefined),-1,-5,-1,4,0,0,8,7,-0.7,17
Cc1ccc(C)c(S(=O)(=O)NC(CC(C)C)C(=O)O)c1 (centres undefined),-6,2,4,0,-12,3,0,-1,-1.8,10
CCOn1c(=O)c(-c2ccc(F)cc2)[n+]([O-])c2ccccc21,-4,6,8,0,10,0,4,-3,-1.2,14

# Single entries from above:
# ABHD4 inh result of O=C(O)CCN1CCN(S(=O)(=O)c2ccc3ccccc3c2)CC1 stands at -5
# GC-A act result of Cc1ccc(O)c(NC(=S)NC(=O)C(C)C)c1 stands at 4

# A different layout for 2 compounds above.
CCC(COC(=O)Nc1cccc(C)c1C)NC(=O)OCC(C)C (centres undefined)
  ABHD4 inh: -2; NR1D1 modulator: -1; GC-A act: 0; rCAG binder: -7; ASAP1 inh: -6; NPR2 activator: 4; HTRA1 inhibitor: -6; SMARCA2 act: -4; PG9 binder: -0.7; ARFGAP1 inh: -15
COCc1[nH]nc2c1C(c1ccccc1Cl)C(C#N)=C(N)O2 (centres undefined)
  ABHD4 inh: 7; NR1D1 modulator: 0; GC-A act: -3; rCAG binder: 0; ASAP1 inh: 11; NPR2 activator: 1; HTRA1 inhibitor: 2; SMARCA2 act: 0; PG9 binder: 0.0; ARFGAP1 inh: 0

# By substructure: the compounds so far containing fluorine (3)
SMILES,ABHD4 inh,NR1D1 modulator,GC-A act,rCAG binder,ASAP1 inh,NPR2 activator,HTRA1 inhibitor,SMARCA2 act,PG9 binder,ARFGAP1 inh
COc1cccc(C(=O)NN/C(C)=C/C(=O)C(F)(F)C(F)(F)C(F)(F)F)c1,3,-7,0,7,9,5,7,9.5*,-3.1,-13
O=C1CCCN2N=C(SCC(=O)Nc3ccccc3C(F)(F)F)SC2=N1,3,-2,0,-1,12,2,-1,1,-1.6,10
CCOn1c(=O)c(-c2ccc(F)cc2)[n+]([O-])c2ccccc21,-4,6,8,0,10,0,4,-3,-1.2,14

# (listing goes on)
SMILES,ABHD4 inh,NR1D1 modulator,GC-A act,rCAG binder,ASAP1 inh,NPR2 activator,HTRA1 inhibitor,SMARCA2 act,PG9 binder,ARFGAP1 inh
CCOc1ccc(NC(=S)c2ccc3ccccc3n2)cc1,-2,9,-3,2,-9,-1,-6,0,1.4,10
Cc1onc(-c2ccccc2)c1C(=O)N1CCN(c2ccccc2F)CC1,1,-2,-3,-10,5,-2,0,-1,2.3,0
Cc1cc(C)nc(NC2=NC3CCCCC3N2)n1 (centres undefined),10,-1,1,18,5,-2,5,0,-1.5,-8
OC(c1ccc(-c2ccccc2)cc1)c1ncc(-c2ccccc2Cl)[nH]1 (centres undefined),-27,-5,0,4,4,-1,nt,0,-0.9,7
CCOC(=O)c1cc(NC(=O)c2ccccc2)c(=O)n2c1oc1ccccc12,-7,15,6,-2,1,-3,-2,1,-0.3,-5
CCCC(=O)Nc1ccc(Cl)c(NC(=S)NC(=O)C(C)C)c1,1,3,-5,1,2,-3,-1,0,-1.8,-1
O=C1CCCC/C1=C/NCc1ccc(F)cc1,4,-3,2,-1,-7,9,5,-1,-4.1,-5
CO/N=C(\Cn1ncc(N2CCOCC2)c(Br)c1=O)c1ccc(Cl)cc1,-1,-3,-3,-8,0,0,-1,4,-2.4,5
Cc1ccccc1CNc1ccc(C(CC(N)=O)NC(=O)c2ccccc2)cc1[N+](=O)[O-] (centres undefined),2,2,-1,5,-4,1,6,-2,-2.3,3
O=C(CSc1nnc(-c2ccccc2)n1-c1ccccc1)NN=Cc1ccc(-c2ccccc2)cc1,2,-7,-8,7,nt,4,nt,-6,nt,nt
O/N=C/c1cn(-c2ccccc2)nc1-c1cccnc1,-1,1,-2,1,5,8,1,-2,0.2,4
COc1ccc(/C=C2/SC(=O)N(CCCCCC(=O)Nc3ccccc3C(=O)O)C2=S)cc1,-3,-5,-2,11,2,1,-2,2,-2.7,-4
N#Cc1nc(-c2ccc(F)cc2)oc1NCCN1CCOCC1,-7,-4,3,-2,10,3,0,-7,0.4,2
Cc1c(Cl)cccc1NC(=S)NN,2,3,1,5,10,5,-4,-2,-1.1,-5
NCCc1ccn[nH]1,3,-4,1,2,-13,1,5,-3,1.0,-1
Cc1ccc(CNC(=O)[C@@H](NC(=O)Cc2ccccc2)C(C)C)cc1,-1,3,0,-5,1,-3,3,0,0.0,4
CCOC(=O)C1CSc2[nH]c(=O)sc2C1c1ccccc1 (centres undefined),-4,5,1,-3,-8,9,9,-4,0.9,11
Cc1ccc(NC(=O)CSc2nnc(-c3cccs3)n2Cc2ccco2)cc1,1,4,-11,-3,3,-3,-9,-2,1.3,-2
O=S(=O)(CC1NCc2ccccc21)NCCc1ccccc1 (centres undefined),-1,8,-3,6,nt,0,nt,1,nt,nt
CCc1ccccc1NC(=O)Cn1nnc(-c2cccnc2)n1,2,-3,1,3,-1,9,-3,2,-2.7,0
COc1ccc(C(=O)/C=C2/Sc3cc4c(cc3N2C)OCO4)cc1,4,1,6,2,-7,4,1,-1,40*,4
Cc1cc([N+](=O)[O-])nn1CC(=O)N1CCCc2ccccc21,-2,3,4,0,-13,5,3,-1,1.4,-2
CC1CN(S(=O)(=O)c2cccc(C(=O)Nc3ccc(N4CCCCC4)cc3)c2)CC(C)O1 (centres undefined),-8,-1,-3,1,-2,-3,-1,0,0.0,2
O=C(CCN1CCN(C/C=C/c2ccccc2)CC1)Nc1ccccc1F,-7,2,3,-1,9,2,6,-2,-2.9,-6
COc1cccc(OC)c1C(=O)NC(=S)Nc1ccc(N2CCOCC2)c(Cl)c1,-5,2,2,2,13,6,-4,-4,-0.7,-3
CCOC(=O)c1c(C)oc(NC(=O)CCl)c1C(=O)OCC,5,-6,0,0,9,-3,2,-1,2.2,-6
O=C(N/N=C/c1ccc(O)cc1)c1cccc(C(F)(F)F)c1,3,0,0,2,10,2,8,-2,1.7,-5
O=C(Nc1cc(S(=O)(=O)N2CCOCC2)ccc1N1CCOCC1)c1ccccc1F,1,6,-3,1,-17,-1,5,1,1.1,6

# Random draw from the library. About 4.4% of those tested had a hit in this group.
